# Screening data deposited in PubChem BioAssay by several laboratories.
# CendR NRP1 mod – NRP-1/CendR interaction modulation; O14786; FAM-RPARPAR peptide binding to NRP-1, fluorescence polarization; inhibition, % at 25 µM; 360,000 compounds, 0.85% hits; AID 602438;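 active means inhibition or corrected inhibition above about 18%, plus a signal ratio from 0.5 to 1.5, limit read from the data, passing the limit was not always enough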; further: strong numbers were not always called active
# eLon inh – inhibits E. coli Lon protease. P0A9M0. purified E. coli Lon protease, fluorescence polarization. inhibition, % at 7.94 µM. 360,000 compounds, 0.42% hits; in the data active means inhibition above about 13%, passing the limit was not always enough;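 further: 0% = enzyme with probe and DMSO and 100% = no enzyme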
# Neddyl block – inhibitors of human cullin neddylation; calls only at 25 µM; AID 651699; 360,000 compounds, 0.58% hits; TR-FRET cullin neddylation, biochemical; in the data active means inhibition above about 36%
# SKN-1 block – blocks SKN-1 activity in C. elegans; C. elegans VP596 Pgst-4::GFP/RFP ratio, acrylamide-induced, 24 h; inhibition, % at 21.8 µM; 360,000 compounds, 0.49% hits;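 active means interference check ratio from 0.5 to 1.5 plus GFP to RFP signal ratio inhibition reaching or exceeding a fixed threshold, cut at about 30% in these data, passing the limit was not always enough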; further: some compounds called inactive have numbers as strong as hits
# MLLE-PAM2 inh – blocks PAM2 peptide binding to the PABP1 MLLE domain. P11940. 360,000 compounds, 0.36% hits. inhibition, % at 20 µM. GST-MLLE / FITC-PAM2 fluorescence polarization. AID 588489; in the data active means inhibition above about 35%, passing the limit was not always enough;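 further: plate controls were DMSO wells with GST-MLLE for no effect and wells lacking GST-MLLE protein for full effect; some results filed as inactive read as strong as hits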
# Target sequence (P11940 whole entry, looked up, the tested form may be a part): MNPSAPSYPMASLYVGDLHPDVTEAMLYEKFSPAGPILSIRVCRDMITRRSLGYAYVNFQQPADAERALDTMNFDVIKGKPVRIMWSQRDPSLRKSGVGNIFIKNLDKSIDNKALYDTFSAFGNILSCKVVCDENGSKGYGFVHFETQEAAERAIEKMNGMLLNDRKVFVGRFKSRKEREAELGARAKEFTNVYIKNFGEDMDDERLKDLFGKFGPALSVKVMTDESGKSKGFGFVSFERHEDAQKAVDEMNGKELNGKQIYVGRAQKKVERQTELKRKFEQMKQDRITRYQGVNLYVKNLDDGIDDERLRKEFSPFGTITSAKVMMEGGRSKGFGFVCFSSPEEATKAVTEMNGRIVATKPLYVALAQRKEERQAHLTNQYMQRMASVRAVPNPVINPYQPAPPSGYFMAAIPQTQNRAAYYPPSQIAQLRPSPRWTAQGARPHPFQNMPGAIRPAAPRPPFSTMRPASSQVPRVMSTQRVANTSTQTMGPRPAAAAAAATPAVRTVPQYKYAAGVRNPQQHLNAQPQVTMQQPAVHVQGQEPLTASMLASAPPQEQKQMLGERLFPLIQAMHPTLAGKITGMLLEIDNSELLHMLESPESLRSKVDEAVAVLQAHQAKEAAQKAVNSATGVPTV
# MsrA act – activates bovine MsrA enzyme; purified bovine MsrA, absorbance read-out; activation, % at 10.6 µM; 360,000 compounds, 0.3% hits; in the data active means activation above about 7.5%;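 further: 0% = vehicle and 100% = reference activator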
# Rin1 Abl inh – human Rin1-Abl interaction inhibition; inhibition, % at 7.35 µM; AID 588664; 360,000 compounds, 0.4% hits; TR-FRET Rin1/Abl binding, biochemical; P00519+Q13671; in the data active means inhibition above about 5%, passing the limit was not always enough
# FAS-TE inh – blocks the thioesterase domain of human fatty acid synthase; AID 602261; P49327; 360,000 compounds, 0.67% hits; recombinant FAS-TE, OMFH fluorogenic substrate, fluorescence endpoint; inhibition, % at 15 µM;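 active means compounds whose normalised, plate-corrected inhibition of enzyme fluorescence in the single-dose primary screen is 50% or more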;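 further: 0% = DMSO with enzyme and 100% = substrate without enzyme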
# MT1-MMP act inh – blocks activation of human MT1-MMP; AID 651647; 360,000 compounds, 0.061% hits; GFP/RFP ratio change, % at 20 µM; HT1080 RFP-PRO-GFP cells, GFP/RFP ratio fluorescence, overnight; percent of plate control window, DMSO zero;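 active means GFP/RFP ratio change of at least 30% with cell ATP level not reduced by more than half and red fluorescence within 50% of control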; further: strong numbers were not always called active
#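 Compound: 20 µM single dose, 1% DMSO / System: HT1080 RFP-PRO-GFP cells / Controls: DMSO and RFP-L50D-GFP cell wells / Read-out basis: GFP/RFP fluorescence ratio / Schedule: overnight compound exposure at 37 °C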
# * hit, by the source's call; i = inactive; . = no result given; + = active, no number.
Compound	CendR NRP1 mod	eLon inh	Neddyl block	SKN-1 block	MLLE-PAM2 inh	MsrA act	Rin1 Abl inh	FAS-TE inh	MT1-MMP act inh
COc1ccc(C(=O)Nc2nnc(-c3ccco3)s2)cc1	-13	2	i	13	-7	-6	1	-7	-2
O=C1OC[C@@H]2CCCN2C(=O)[C@H](CC(=O)N(CCO)Cc2ccccc2)C/C=C\CC[C@H]1Cc1ccc(F)cc1	8	-2	i	-2	-7	1	3	-3	2
C=CCC[C@@H](Cc1ccc(F)cc1)C(=O)OCCNC(=O)[C@H](CC=C)CC(=O)NCCO	-11	2	i	6	-12	7	1	-2	5
CCOc1ccc(N=C2SC(C(=O)Nc3ccccc3C#N)C(N)=C2C(=O)Nc2ccc(Cl)cc2)cc1 (centres undefined)	-5	0	i	11	-32	-2	0	35	3
COc1ncnc2c1cnn2-c1ccccc1	3	-3	i	11	11	0	8	-5	3
COc1cc(NC(=O)[C@@H](NC(=O)c2ccco2)C(C)C)c(OC)cc1NC(=O)c1ccccc1	-20	-7	i	-5	-19	-3	-1	0	0
Cc1cc(C)cc(NCc2ccncc2)c1	11	-5	i	-4	-1	-1	1	-3	0
Cc1ccn(CCC(=O)NC2CCCc3c2cnn3-c2cccc(C)c2C)n1 (centres undefined)	0	-6	i	3	2	0	1	-8	5
COc1ccccc1OCc1ccc(C(=O)N2CCOCC2)o1	0	12	i	-3	11	4	0	-9	1
CCCCOc1ccc(N(CC(=O)NCc2ccccc2)C(=O)c2csnn2)cc1	20	-14	i	3	3	2	2	16	5
O=[N+]([O-])c1ccccc1S(=O)(=O)Nc1ccc(S(=O)(=O)Nc2nccs2)cc1	-2	8	i	9	3	-4	-1	2	1
CCOc1c(Cl)cc(CNCC(C)C)cc1Cl	5	-5	i	-3	1	-13	-1	-11	3
O=C(NNc1nc2ccccc2s1)Nc1ccc(F)cc1	4	6	i	7	-3	-6	0	-4	4
COc1ccc2c(c1)OC13CCCCC1C2C(C(=O)c1ccccc1)C(=O)N3 (centres undefined)	-12	2	i	8	-4	-1	3	6	-1
COc1ccc(/C=C2\SC(=O)N(CCCC(=O)Nc3ccc(C(=O)O)cc3)C2=O)cc1	7	-6	i	19	-5	-3	-2	-6	2
COc1ccc(NC(=O)CN(C)C(=O)c2ccc(=O)[nH]c2)cc1	0	5	i	5	-1	-4	2	-1	-4
CCOc1cc(/C=N/NC(=O)CSc2nncn2C)ccc1OCc1cccc(C)c1	-4	-7	i	3	-3	-15	0	-6	10
CCCCCCCCCCOC(=O)Cn1c(COc2ccccc2)[n+](C)c2ccccc21	5	3	i	3	-16	6	2	-28	-21
COc1ccc(NC(=O)CCC(=O)c2cccs2)cc1S(=O)(=O)Nc1ccc(Cl)cc1	-2	7	i	-7	11	-2	-3	20	1
CC(NC(=O)c1cc(-c2ccccc2)on1)c1ccccc1 (centres undefined)	-13	-7	i	14	11	-2	-5	-3	3
O=c1c2c(nc3cc(-c4ccccc4)[nH]n13)CCS2	-2	-9	i	-7	8	4	-3	-5	-2
COc1ccc(C(CCN2CCOCC2)c2c(OC)cc(OC)c3c(-c4ccccc4)cc(=O)oc23)cc1 (centres undefined)	-5	-1	+	-10	5	-11	-3	18	0
Cc1ccc(S(=O)(=O)N2CCCCC2)cc1NS(=O)(=O)c1ccccc1F	6	-9	i	19	12	-2	3	2	-4
CCC(CC)C(=O)NCc1ccc(Cl)cc1	10	4	i	1	7	1	5	1	-3
Cc1cccc(NC(=S)NC(=O)C2CC2)c1	-3	-2	i	9	30	-3	2	1	-7
Cc1oc(=O)c(NC(=O)c2ccc(Cl)cc2)cc1C(=O)c1ccccc1	6	0	i	-7	22	-10	1	1	-1
COc1ccc(Cl)cc1Nc1cc(C)nc2ccccc12	20	-4	i	-21	-7	-3	0	-2	1
COc1ccc(N(CC(=O)Nc2ccccc2F)S(=O)(=O)c2ccc(C)c([N+](=O)[O-])c2)cc1	0	5	i	4	5	-6	3	14	-4
CN1CCN(C(=O)c2ccc3c(c2)N(Cc2ccc(Cl)cc2)C(=O)c2ccccc2S3=O)CC1 (centres undefined)	-24	-1	i	-9	7	-1	-3	0	3
COc1ccc(C(=O)CSc2nnc(-c3ccco3)n2C)cc1	7	-3	i	10	-3	-1	-1	-6	2
COc1ccc(/C=C/CN2CCC(Oc3ccc(C(=O)N4CCCCC4)cc3)CC2)cc1	-8	0	i	1	-3	-3	7.2*	1	-5
COc1ccc(NC(=S)N2CCCC(c3nc4ccc(C)cc4[nH]3)C2)c(OC)c1 (centres undefined)	1	2	i	-4	-77	-2	2	-4	2
N=c1n(CCN2CCCC2)c2ccccc2n1CC(O)c1ccco1 (centres undefined)	-5	11	i	32	44*	-6	-2	-12	-10
COc1ccc(-c2cc3c(=O)n(CC(=O)N4CCN(C)CC4)ncn3n2)cc1	5	4	.	10	2	-6	-2	-2	-3
CCn1cc(C(c2ccccc2)C(C(C)=O)[N+](=O)[O-])c2ccccc21 (centres undefined)	-2	0	i	8	-2	-2	2	13	-7
Cc1ccccc1C(=O)NCCc1nnc(SCC(=O)Nc2nc(-c3ccccc3)cs2)n1C	-3	4	i	2	-12	-1	-3	-12	-1
COc1cc(-c2nc3ccccn3c2NCc2ccccc2)ccc1SC1CCCCC1	-7	-2	.	13	-11	-3	-1	29	-1
COC(=O)c1cc(S(=O)(=O)N2CCN(c3ccc(C(C)=O)cc3)CC2)c[nH]1	-4	-1	i	13	7	-7	-3	12	0
CCCn1c2c(c(O)c(C(=O)Nc3ccccc3)c1=O)CCCC2	-2	8	i	3	-10	-4	1	19	3
C=CCN=C1CC(C)(C)CC(=O)/C1=C(\O)CCCN1C(=O)c2ccccc2C1=O	-4	-2	i	18	0	-1	-4	-1	0
CC1CCC/C(=N\NC(=S)NCc2ccccc2)C1 (centres undefined)	-5	-6	i	4	-5	-2	-1	1	-2
C/C(=N\NC(=O)c1cccc(Br)c1)c1cccc(NC(=O)c2ccc(C)o2)c1	-1	8	i	10	-7	0	0	7	0
CCN(C(=O)CN1CCC(C)CC1)c1c(N)n(Cc2ccccc2)c(=O)[nH]c1=O	-1	-10	i	20	6	0	3	-5	-1
CN(C(=O)CN1CCCCCC1)c1c(N)n(Cc2ccccc2)c(=O)[nH]c1=O	-17	-9	i	8	-12	0	1	-7	-2
O=[N+]([O-])c1cccc(-c2ccc(C(=S)N3CCN(c4ccccc4)CC3)o2)c1	-4	-7	i	-10	22	-2	0	29	2
CSc1ccc(C2C(C#N)=C(N)N(c3ccccc3)C3=C2C(=O)CCC3)cc1 (centres undefined)	-17	-14	i	31	-5	-1	-1	2	-4
COc1cc(/C=N/N(C)S(=O)(=O)c2ccc(C)cc2)cc([N+](=O)[O-])c1O	21	7	i	14	-9	-2	0	10	8
CCOC(=O)C1(Cc2cccc(Cl)c2)CCCN(C(=O)c2ccnn2C)C1 (centres undefined)	18	1	i	-7	1	-1	4	-1	-1
COc1ccc(NS(=O)(=O)c2cccc(C(=O)NCc3ccccn3)c2)cc1	-6	-23	i	-2	13	-2	0	-6	-1
CC(=O)Nc1ccc(S(=O)(=O)N2CCC(C(=O)c3ccc(Cl)cc3)CC2)cc1	4	-3	i	6	-1	-8	-2	14	3

# (further entries)
Compound	CendR NRP1 mod	eLon inh	Neddyl block	SKN-1 block	MLLE-PAM2 inh	MsrA act	Rin1 Abl inh	FAS-TE inh	MT1-MMP act inh
Cn1cnnc1SCC(=O)c1ccco1	2	-5	i	8	-20	0	-4	-9	1
Cc1cc(/C=N/NC(=O)c2cc3ccccc3o2)c(C)n1C	0	-13	i	19	-34	-4	0	-8	-1
Cc1ccc(-c2c(=O)n(O)c3ccccc3[n+]2[O-])cc1	4	-7	i	-8	12	-2	0	-5	0
c1ccc(-c2sc3ccccc3c2-c2ccc(OCCN3CCCCC3)cc2)cc1	14	-6	i	11	-7	-1	-2	2	3
O=C(COc1cccc(C(F)(F)F)c1)NNC(=O)c1ccc(=O)[nH]c1	0	4	i	4	9	-3	-2	-6	1
O=C(NC1CCCCC1)c1noc2c1CCCCC2	-3	6	i	15	1	-3	1	-6	-2
Cc1cc(C)c(S(=O)(=O)NCC2CCC(C(=O)NCc3ccccn3)CC2)c(C)c1 (centres undefined)	-3	-2	i	1	-12	-3	-3	-4	2
O=C(NC1CCCC1)C1C(c2ccc(C(F)(F)F)cc2)=Nc2ccccc2N1C(=O)c1cccc2ccccc12 (centres undefined)	-14	.	i	11	.	.	.	.	-26
CC1CCN(S(=O)(=O)c2cccc(C(=O)Oc3ccc([N+](=O)[O-])cc3)c2)CC1	-6	-3	i	0	-2	-11	-2	5	.
Cc1ccc(-n2c(C)cc(C(=O)CSc3n[nH]c(N)n3)c2C)cc1	-6	-3	i	7	-21	-4	-3	-20	5
CNC(=O)c1ccsc1NC(=O)CN1C(=O)CCC1=O	-1	-1	i	2	9	-5	0	-5	0
CCn1ncc(C2=NOC(C(=O)N3CCN(c4ccccc4)CC3)C2)c1C (centres undefined)	1	3	i	-1	-2	-5	-2	-3	5
CCN1CCN(c2ccc(S(=O)(=O)N3CCCCC3)cc2NC(=O)c2cccc(C(F)(F)F)c2)CC1	-2	9	i	10	-102	-3	2	11	2
Cc1nc(CC(C)C)cc(C(=O)N2CCCC(Nc3ccc(C)c(C)c3)C2)n1 (centres undefined)	2	-4	i	7	6	-2	6	-6	1
CCCn1nnc(NC(=O)c2ccc(OC)cc2)n1	0	-3	i	12	12	-4	1	-4	0
COc1ccccc1NC(=O)CNC(=O)c1ccc(F)cc1	0	-5	i	5	5	-4	1	-5	3
CC(C)c1nnc(NC(=O)CCC(=O)NCc2ccccc2Cl)s1	3	-7	i	-1	-11	-1	-1	-5	-1
COCc1cc(C)n(CC(=O)Nc2ccccc2OC)c(=O)c1C#N	2	-3	i	-22	2	-4	0	-7	-2
Cc1cc(OCC(=O)OCC(=O)NC2CCCCC2C)ccc1Cl (centres undefined)	4	-8	i	-18	-6	-5	-4	-7	-5
CC(C)CC(=O)Nc1ccnn1C1CCN(C(=O)c2ccc(F)cc2Cl)CC1	7	4	i	21	-7	-5	-7	-2	1
COc1ccc(CCNC(=O)C2CCC(CNc3c(N4CCCC4)c(=O)c3=O)CC2)cc1OC (centres undefined)	8	5	i	-17	4	-6	1	-2	1
COc1cccc(C(O)c2nc(-c3ccc4ccccc4c3)cs2)c1 (centres undefined)	2	7	i	17	-16	0	-4	28	3
CN(C)Cc1ccc(CNC(=O)COc2ccc3ccccc3c2)cc1	17	1	i	7	1	-2	0	-2	2
Cc1cc(C)cc(N2CC(C)Cn3c2nc2c3c(=O)[nH]c(=O)n2C)c1 (centres undefined)	5	8	i	10	-9	-2	1	-3	11

# Reprinted at random: 4 compounds from above
Compound	CendR NRP1 mod	eLon inh	Neddyl block	SKN-1 block	MLLE-PAM2 inh	MsrA act	Rin1 Abl inh	FAS-TE inh	MT1-MMP act inh
O=C1OC[C@@H]2CCCN2C(=O)[C@H](CC(=O)N(CCO)Cc2ccccc2)C/C=C\CC[C@H]1Cc1ccc(F)cc1	8	-2	i	-2	-7	1	3	-3	2
CC(C)c1nnc(NC(=O)CCC(=O)NCc2ccccc2Cl)s1	3	-7	i	-1	-11	-1	-1	-5	-1
CN(C)Cc1ccc(CNC(=O)COc2ccc3ccccc3c2)cc1	17	1	i	7	1	-2	0	-2	2
CCOC(=O)C1(Cc2cccc(Cl)c2)CCCN(C(=O)c2ccnn2C)C1 (centres undefined)	18	1	i	-7	1	-1	4	-1	-1
